Compound activity: PubChem, several laboratories
GSK3 alpha inh – inhibitors of human GSK-3 alpha kinase. ADP-Glo luminescence, 60 min. inhibition, % at 10 µM. 320,000 tested, 0.1% active;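 in the data active = inhibition above about 50%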;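 also: GST-tagged GSK-3 alpha with peptide substrate and 25 µM ATP; 0% = DMSO neutral wells and 100% = GW8510 positive control wells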
Target sequence (P49840 whole entry, looked up): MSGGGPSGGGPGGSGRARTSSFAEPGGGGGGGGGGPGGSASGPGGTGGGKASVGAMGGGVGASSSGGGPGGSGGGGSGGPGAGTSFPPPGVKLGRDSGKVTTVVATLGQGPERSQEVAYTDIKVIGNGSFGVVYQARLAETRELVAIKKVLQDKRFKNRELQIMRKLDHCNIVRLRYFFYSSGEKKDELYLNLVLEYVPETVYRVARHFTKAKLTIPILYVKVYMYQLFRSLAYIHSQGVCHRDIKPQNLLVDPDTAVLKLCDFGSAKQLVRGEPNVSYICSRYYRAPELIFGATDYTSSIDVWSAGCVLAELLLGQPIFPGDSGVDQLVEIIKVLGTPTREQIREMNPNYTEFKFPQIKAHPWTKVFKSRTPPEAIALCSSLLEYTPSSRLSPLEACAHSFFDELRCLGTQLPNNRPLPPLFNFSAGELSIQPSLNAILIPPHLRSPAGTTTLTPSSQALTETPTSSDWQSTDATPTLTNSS
IEC-6 cytotox – kills IEC-6 intestinal cells in KLF5 counter-screen | IEC-6 cytotoxicity, luminescence viability | inhibition, % at 5 µM | 290,000 tested, 0.78% active | AID 1825; in the data active = inhibition above about 22%;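 also: 0% = plate median of test compound wells and 100% = cytotoxic reference compound wells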
HIF activator – HIF pathway transcriptional activation; U2OS HRE-luciferase reporter, luminescence; normalized: DMSO 0%, desferrioxamine 100%; activation, % at 7.5 µM (by protocol); 300,000 tested, 0.32% active;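 active = mean activation of at least 10% of the iron chelator positive control signal, with at least half of replicates also reaching 10%; inconclusive = mean and replicate majority disagree about reaching 10%; inactive = mean and most replicates under 10%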
HSP90 refold inh – blocks HSP90-mediated luciferase refolding in reticulocyte lysate; inhibition, % at 5.6 µM; Rabbit reticulocyte lysate, luciferase refolding luminescence, 3 h; AID 1789; 290,000 tested, 0.91% active;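 active = inhibition above the screen-wide mean plus 3 SD, computed separately per campaign, cut at about 16% in these data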;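 also: 0% = DMSO wells and 100% = 60 µM geldanamycin wells; inhibitors lower the luminescence because luciferase stays unfolded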
KLF5 inhibitor – suppresses KLF5 promoter-driven expression | DLD-1 KLF5 promoter-luciferase reporter, luminescence | inhibition, % at 5 µM | 290,000 tested, 0.23% active | AID 1700;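 active = inhibition above a per-plate limit of that plate's mean compound inhibition plus 3 SD, cut at about 60% in these data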;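 also: 0% = DMSO wells and 100% = LY294002 at 200 µM; higher means less KLF5 promoter-driven luciferase light; inactives centre near -14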
GSK3beta inhib – blocks human GSK3beta kinase activity. P49841. GST-GSK3beta kinase, ADP-Glo luminescence, 60 min; active compounds read low. activity score (negative = inhibition), % at 10 µM. 300,000 tested, 0.038% active;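 active = more than half of replicate wells score below -50%, meaning over 50% inhibition versus plate controls; inconclusive = some replicates but at most half score below -50%; inactive = no replicate scores below -50%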;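 also: 0% = median DMSO wells and -100% = median GW8510 positive control wells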
Target sequence (P49841 whole entry, looked up): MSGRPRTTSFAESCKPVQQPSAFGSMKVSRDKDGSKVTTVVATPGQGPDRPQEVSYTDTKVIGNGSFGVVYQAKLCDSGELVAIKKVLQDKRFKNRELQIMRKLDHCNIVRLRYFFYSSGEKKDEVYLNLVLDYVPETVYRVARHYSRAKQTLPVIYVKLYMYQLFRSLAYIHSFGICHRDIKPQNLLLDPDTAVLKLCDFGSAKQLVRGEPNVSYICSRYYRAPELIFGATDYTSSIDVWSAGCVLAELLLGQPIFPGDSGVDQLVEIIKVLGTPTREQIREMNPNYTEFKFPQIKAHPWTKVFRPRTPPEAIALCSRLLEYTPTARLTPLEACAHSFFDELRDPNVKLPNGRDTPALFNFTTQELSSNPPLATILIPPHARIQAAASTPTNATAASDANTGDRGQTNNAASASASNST
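Assay system: GST-fused GSK3beta enzyme, cell-free / Medium: Tris pH 7.5 buffer with MgCl2, DTT, BSA, heparin / Also added: peptide substrate plus 25 µM ATP (final) / Compound: 10 µM single point / Timing: kinase reaction with compound 60 min at room temperature / Detection: ADP-Glo luminescence / Benchmarks: DMSO neutral wells and GW8510 at 20 µM as positive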
HSF1 inhib – HSF1 inhibition; NIH3T3-HGL HSE-luciferase, MG132-induced, luminescence 8 h; active compounds read low; activity change, negative = inhibition, % at 7.5 µM (by protocol); 300,000 tested, 0.77% active; AID 2098;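 active = more than half of replicate wells show activity change below -50%, luminescence cut by over half; inconclusive = some wells, but at most half, below -50%; inactive = no replicate well below -50%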;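 also: luciferase reports HSF-1 transcriptional activity via heat shock element; 0% = median of DMSO wells and -100% = zero luminescence signal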
AI-2 QS mod – modulates the Vibrio harveyi AI-2 quorum sensing system. Vibrio harveyi JMH597 AI-2 luminescence/OD600 ratio, 9 h; active compounds read low; strain lacks LuxN and CqsS sensors; 0 = neutral-control median. activity change, % at 7.5 µM. 300,000 tested, 0.4% active. AID 2094; in the data active = activity change below about -75%, passing the limit was not always enough; inconclusive = no clear call, values can overlap the other calls;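 also: luminescence divided by OD600 gain over 9 h not by final OD600 alone; inactives centre near 13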
aSyn UTR inh – 5' untranslated region of α-synuclein, MLPCN primary screen; alpha-synuclein 5'UTR reporter, inhibitor activity; inhibition, % (tested at 7.5 µM); 300,000 tested, 0.82% active; AID 1813; in the data active = inhibition above about 60%; inconclusive = no clear call, values can overlap the other calls;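 also: H4 neuroglioblastoma cells stably carrying SNCA 5'UTR luciferase fusion; 0% = DMSO wells and 100% = positive control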
HSF1 activator – increases HSF-1 driven luciferase reporter signal; activation, % at 9 µM; 300,000 tested, 1.7% active; NIH3T3-HGL HSF-1 luciferase reporter, MG132, 8 h; 100% = twice DMSO control signal; AID 504408;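 active = mean replicate activation of at least 50% with a set share of replicates each reaching 50%; inconclusive = only one of those two conditions met; inactive = mean below 50% and too few replicates reaching it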;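 also: 0% = median of the neutral control wells and 100% = twice that signal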
The depositor's hits bear a star; ? = inconclusive; nt = not tested or not shown.

The line under a structure holds: GSK3 alpha inh	IEC-6 cytotox	HIF activator	HSP90 refold inh	KLF5 inhibitor	GSK3beta inhib	HSF1 inhib	AI-2 QS mod	aSyn UTR inh	HSF1 activator
- NC(=O)CC(NC(=O)Cc1cccc2ccccc12)c1ccc(NCCOc2ccccc2)c([N+](=O)[O-])c1 (stereo not drawn)
  1	nt	1.8	nt	nt	-2	24	13	1	20
- CC(=O)Nc1nonc1-c1nc2ccccc2n1CC1CC1
  0	2	0.1	5	-24	-2	-5	-10	15	-12
- COc1ccc(S(=O)(=O)NC(CC(=O)O)c2ccco2)cc1 (stereo not drawn)
  -3	0	-1.3	-2	-4	2	-2	25	-9	-5
- Cc1ccc(C)c(NC(=S)N=Nc2c(O)n(C)c3ccc(S(=O)(=O)N4CCOCC4)cc23)c1
  -2	-12	0.0	1	-17	6	3	21	78*	6
- CCOC(=O)CSC(C)C(=O)Nc1nnc(C(C)C)s1 (stereo not drawn)
  0	3	0.0	-4	-28	3	-4	26	11	-8
- CCCCCCCCCC(=O)N[C@H](CN1CCOCC1)[C@H](O)c1ccccc1
  2	nt	0.1	nt	nt	2	6	3	3	-3
- CCOC(=O)c1c(-c2ccc(C)o2)csc1NC(=O)CN1CCOCC1
  0	-1	-32	0	-16	-2	-12	-19	29	-22
- Cc1ccc(CSCC(=O)N2CCN(c3ccc(F)cc3)CC2)cc1
  -3	-9	0.1	1	-2	1	6	18	-18	3
- Cc1ccc(-c2nc(SC(C)C(=O)N3CCCC3)n[nH]2)cc1 (stereo not drawn)
  -4	nt	-0.4	nt	nt	-2	-6	21	-4	9
- Cc1ccc(C(=O)Cn2nc(C(=O)O)c3ccccc3c2=O)cc1C
  2	-3	0.3	-3	-6	3	28	26	-5	64*
- COc1cc(NC2c3ccccc3C(=O)N2Cc2ccccc2Cl)cc(OC)c1OC (stereo not drawn)
  -2	0	0.3	-7	-39	7	3	13	3	-2
- CCS(=O)(=O)N1CCN(S(=O)(=O)c2ccc3ccccc3c2)CC1
  -2	-4	0.4	-1	-22	0	3	18	7	-2
- CSc1sc(C(=O)NC(=O)NCc2ccncc2)c(C)c1-c1ccon1
  0	3	0.0	8	-19	0	-10	21	27	-10
- O=C(N/N=C/c1c[nH]c2ccccc12)c1cccc(O)c1
  6	5	1.4	-2	-47	-1	-32	15	-7	-45
- O=C1N/C(=N\c2ccccn2)SC1Cc1ccc(Cl)cc1 (stereo not drawn)
  0	0	0.0	3	-14	1	20	22	29	16
- CCOC(=O)c1ccc(S(=O)(=O)Nc2cc(C(C)(C)C)no2)cc1
  -6	0	-0.5	-2	-31	-14	10	-26	-2	0
- CCCNC(=O)c1ccc(N2CCC3(CC2)CC(c2ccccc2)=NO3)c(NC(=O)c2ccccc2)c1
  -5	4	-0.1	-1	0	-5	-4	22	?	-10
- CCC1Sc2ccccc2N(CC(=O)NCc2ccccc2OC)C1=O (stereo not drawn)
  nt	-11	0.4	-2	-10	-1	0	16	-37	7
- CCS(=O)(=O)N1Cc2ccccc2CC1C(=O)N(C)Cc1ccc(OC)c(F)c1 (stereo not drawn)
  0	4	1.3	-2	-11	0	1	18	27	-8
- c1ccc(-c2noc(CCC3CCCC3)n2)cc1
  -2	2	5.0	2	1	0	9	23	-121	27

Part of the list above, tab-delimited.
SMILES	GSK3 alpha inh	IEC-6 cytotox	HIF activator	HSP90 refold inh	KLF5 inhibitor	GSK3beta inhib	HSF1 inhib	AI-2 QS mod	aSyn UTR inh	HSF1 activator
CCOC(=O)c1c(-c2ccc(C)o2)csc1NC(=O)CN1CCOCC1	0	-1	-32	0	-16	-2	-12	-19	29	-22
Cc1ccc(CSCC(=O)N2CCN(c3ccc(F)cc3)CC2)cc1	-3	-9	0.1	1	-2	1	6	18	-18	3

Shown tab-delimited: entries from further up.
SMILES	GSK3 alpha inh	IEC-6 cytotox	HIF activator	HSP90 refold inh	KLF5 inhibitor	GSK3beta inhib	HSF1 inhib	AI-2 QS mod	aSyn UTR inh	HSF1 activator
CCOC(=O)c1ccc(S(=O)(=O)Nc2cc(C(C)(C)C)no2)cc1	-6	0	-0.5	-2	-31	-14	10	-26	-2	0
NC(=O)CC(NC(=O)Cc1cccc2ccccc12)c1ccc(NCCOc2ccccc2)c([N+](=O)[O-])c1 (stereo not drawn)	1	nt	1.8	nt	nt	-2	24	13	1	20
c1ccc(-c2noc(CCC3CCCC3)n2)cc1	-2	2	5.0	2	1	0	9	23	-121	27
CCOC(=O)c1c(-c2ccc(C)o2)csc1NC(=O)CN1CCOCC1	0	-1	-32	0	-16	-2	-12	-19	29	-22

(further entries)
The line under a structure holds: GSK3 alpha inh	IEC-6 cytotox	HIF activator	HSP90 refold inh	KLF5 inhibitor	GSK3beta inhib	HSF1 inhib	AI-2 QS mod	aSyn UTR inh	HSF1 activator
- Cn1cc(C(=O)c2cccc(Cl)c2Cl)cc1C(=O)O
  -2	-7	-0.1	0	-31	2	-1	18	-20	-8
- COc1ccc(CCNC2CC(=O)N(C3CCCCC3)C2=O)cc1OC (stereo not drawn)
  -1	-1	-0.6	3	-19	1	-12	5	5	-13
- Nc1nnc(SCC(=O)OCc2ccc(Cl)c(Cl)c2)s1
  -3	2	-0.8	-2	-13	6	-3	4	11	1
- O=C(Nc1cccc(C(=O)N2CCCC2)c1)c1ccccc1
  1	3	-0.7	2	-13	1	-1	-2	11	11
- Cc1ccc(-c2nc3cc(NC(=O)C(C)C)ccc3o2)cc1
  -1	-1	-0.1	4	-230	1	-2	-3	-7	-10
- Cc1ccc(-c2nnc3sc(C4COc5ccccc5O4)nn23)cc1 (stereo not drawn)
  -3	6	nt	-2	26	nt	nt	nt	nt	nt
- COc1cccc(/C=N/Nc2ccccc2C(=O)O)c1O
  0	-5	4.1	0	-177	-4	18	19	-37	24
- C=CCN1C(=O)/C(=c2\sc3nc(=O)c(Cc4ccc(OC)c(OC)c4)nn3c2=O)c2ccccc21
  -3	-8	-0.6	0	-9	2	-7	8	-26	-23
- COc1ccc(N2CCN(C(=O)CCCN3C(=O)c4cccc5cccc(c45)C3=O)CC2)cc1
  -1	3	-0.5	3	-3	-3	-2	1	21	4
- CNC(=S)N(Cc1ccc(OC)cc1)C1CC(=O)N(c2ccc(C(=O)OC)cc2)C1=O (stereo not drawn)
  0	0	-0.5	-4	-18	2	3	0	15	3
- O=C(/C=C/c1ccccc1)NC(=S)N1CCSCC1
  -2	-6	1.1	0	6	0	-42	18	11	-56
- COc1ccc(CNCc2ccc([N+](=O)[O-])cc2)cc1OC
  -1	2	0.2	2	-8	-3	-4	15	16	-9
- CCOC(=O)CSc1nnc(CNC(=O)c2ccc(S(=O)(=O)N3CCCCC3)cc2)n1C
  -3	-5	nt	-1	-5	nt	nt	nt	nt	nt
- CCn1cnc2cc(NCc3ccccc3Cl)ccc21
  -3	-3	3.5	-6	-57	2	15	43	-87	25
- O=C(CCNc1cc(Cl)cc(Cl)c1)c1ccco1
  0	6	0.2	-2	-17	-4	-29	0	-10	-46
- O=C(OC(c1ccccc1)c1nccc2ccccc12)c1cc([N+](=O)[O-])cc([N+](=O)[O-])c1 (stereo not drawn)
  -1	-1	-11	-1	-6	0	14	49	32	19
- O=C(CN1CCc2ccccc2C1)Nc1ccc(OC(F)(F)F)cc1
  -2	1	-0.4	-2	-13	1	2	2	12	11
- CCOC(=O)C1(Cc2ccc(OC)cc2)CCN(C(=O)c2cccc3nccnc23)CC1
  nt	-10	0.6	-2	-31	0	18	10	31	32
- CCOC(=O)C1(Cc2ccccc2C)CCCN(C(=O)c2ccc(OC)o2)C1 (stereo not drawn)
  1	1	0.0	0	-5	2	10	23	8	38
- COc1ccc(C(=O)Nc2nc(-c3cccs3)c(NC(C)=O)s2)cc1
  0	4	-0.4	6	1	2	-2	4	-83	-19
- COc1ccccc1NC(=O)CSc1nncn1N
  1	0	0.4	-1	-14	2	-1	7	-10	3
- COC(=O)CN1C(=O)N(c2ccccc2)C(N(O)C(=O)Nc2ccccc2)C1(C)C (stereo not drawn)
  -2	0	0.6	4	0	-2	-2	20	-5	4
- CCOC(=O)c1ccccc1NC(=O)c1cn(-c2ccc(OC)cc2)c(=O)c2ccccc12
  0	4	0.2	3	-24	1	-3	31	49	8

3 entries from above in another layout.
smiles	GSK3 alpha inh	IEC-6 cytotox	HIF activator	HSP90 refold inh	KLF5 inhibitor	GSK3beta inhib	HSF1 inhib	AI-2 QS mod	aSyn UTR inh	HSF1 activator
CCS(=O)(=O)N1Cc2ccccc2CC1C(=O)N(C)Cc1ccc(OC)c(F)c1 (stereo not drawn)	0	4	1.3	-2	-11	0	1	18	27	-8
c1ccc(-c2noc(CCC3CCCC3)n2)cc1	-2	2	5.0	2	1	0	9	23	-121	27
Cn1cc(C(=O)c2cccc(Cl)c2Cl)cc1C(=O)O	-2	-7	-0.1	0	-31	2	-1	18	-20	-8
